Screening data: PubChem BioAssay, Icahn School of Medicine at Mount Sinai
RBX1-CUL1 inh = inhibitors of human ROC1-CUL1 ubiquitin ligase activity. in vitro K48 di-Ub FRET, acceptor:donor ratio, 45 min. inhibition, % at 10 µM. hit rate 0.6% among 140,000; in the data active = inhibition above about 25%
Target sequence (P62877 whole entry, looked up): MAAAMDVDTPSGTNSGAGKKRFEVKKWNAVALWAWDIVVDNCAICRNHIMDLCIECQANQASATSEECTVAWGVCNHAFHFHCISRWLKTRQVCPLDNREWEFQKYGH
Target sequence (Q13616 whole entry, looked up): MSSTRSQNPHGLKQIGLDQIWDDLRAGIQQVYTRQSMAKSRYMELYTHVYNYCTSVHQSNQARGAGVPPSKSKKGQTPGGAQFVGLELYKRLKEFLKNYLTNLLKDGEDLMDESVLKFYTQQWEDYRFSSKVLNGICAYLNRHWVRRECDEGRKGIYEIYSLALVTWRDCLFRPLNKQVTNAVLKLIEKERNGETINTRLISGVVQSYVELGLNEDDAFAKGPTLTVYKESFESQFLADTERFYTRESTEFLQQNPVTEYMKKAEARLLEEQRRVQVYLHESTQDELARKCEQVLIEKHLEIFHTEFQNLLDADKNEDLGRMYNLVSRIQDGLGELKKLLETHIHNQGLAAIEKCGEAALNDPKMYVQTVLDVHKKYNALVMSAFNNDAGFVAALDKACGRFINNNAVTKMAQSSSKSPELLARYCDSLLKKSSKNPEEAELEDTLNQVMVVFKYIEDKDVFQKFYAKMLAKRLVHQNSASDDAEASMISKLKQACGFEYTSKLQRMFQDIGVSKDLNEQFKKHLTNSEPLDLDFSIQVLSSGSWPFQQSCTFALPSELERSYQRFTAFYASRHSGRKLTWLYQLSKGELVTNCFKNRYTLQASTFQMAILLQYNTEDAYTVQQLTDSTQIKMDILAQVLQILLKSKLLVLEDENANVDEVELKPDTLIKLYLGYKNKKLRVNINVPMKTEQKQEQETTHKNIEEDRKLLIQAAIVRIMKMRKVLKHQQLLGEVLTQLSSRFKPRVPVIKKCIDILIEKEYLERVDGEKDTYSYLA
* hit, by the source's call.

SMILES	RBX1-CUL1 inh
Cc1ccc(NC(=O)CC(c2ccc(F)cc2)N2Cc3ccccc3C2=O)cc1C (stereo not drawn)	-6.2
COc1ccc(C)cc1-n1c(SCC(=O)NCc2ccco2)nc2c([nH]c3ccccc32)c1=O	-3.7
COc1cc(COCC(O)CN2CCc3ccccc3C2)cc(OC)c1OC (stereo not drawn)	1.3
CCNC(=O)c1ccc(CSc2nc3ccncc3n2Cc2ccc(F)cc2)cc1	-2.3
CC1=NC(=O)C(C(=O)/C=C/c2cccc(Cl)c2Cl)=C(C)C1	3.5
Nc1nn(-c2ccccc2)c(N)c1N=Nc1ccccc1	7.0
Fc1ccc(-n2nnnc2/C=C/N2CCN(c3cccc(C(F)(F)F)c3)CC2)cc1	2.8
CCOC(=O)c1ccc(N=C2C(=S)N(c3ccc(C(=O)OCC)cc3)C(=N)N2/N=C/c2ccccc2)cc1	-4.1
COc1cccc(-c2nc(SCC(=O)NCc3ccccc3)c3c(=O)n(C)c(=O)n(C)c3n2)c1	-15.3
Cc1cc(=O)c(C(=O)Nc2ccc(Cl)cc2)nn1-c1ccc(Cl)cc1Cl	-2.4
Cc1ccc(C(=O)c2ccccc2)c(O)c1	3.2
CC(C)(CNC1CCN(c2ccc(NC(=O)CCc3ccccc3)cc2)CC1)N1CCOCC1	6.5

Not a retest: 6 of the compounds above.
SMILES	RBX1-CUL1 inh
Fc1ccc(-n2nnnc2/C=C/N2CCN(c3cccc(C(F)(F)F)c3)CC2)cc1	2.8
CCOC(=O)c1ccc(N=C2C(=S)N(c3ccc(C(=O)OCC)cc3)C(=N)N2/N=C/c2ccccc2)cc1	-4.1
COc1cccc(-c2nc(SCC(=O)NCc3ccccc3)c3c(=O)n(C)c(=O)n(C)c3n2)c1	-15.3
Cc1cc(=O)c(C(=O)Nc2ccc(Cl)cc2)nn1-c1ccc(Cl)cc1Cl	-2.4
Cc1ccc(C(=O)c2ccccc2)c(O)c1	3.2
CC(C)(CNC1CCN(c2ccc(NC(=O)CCc3ccccc3)cc2)CC1)N1CCOCC1	6.5

The results go on:
SMILES	RBX1-CUL1 inh
COc1ccc(C)cc1NC(=O)CN(C)S(=O)(=O)c1ccc2[nH]c(=O)oc2c1	3.5
O=C(NCCN1CCOCC1)c1cnn2c(C(F)(F)F)cc(-c3ccc(F)cc3)nc12	10.1
CC(Cc1ccccc1)NC(=O)Cc1ccc(NCCO)cc1 (stereo not drawn)	6.9
CSCc1ccc2c(c1)/C(=C\CCN(C)C)c1ccccc1S2	9.1
CCc1cccc(CC)c1NC(=O)CCc1ccc(S(=O)(=O)NC(C)C)cc1	-2.6
CN(Cc1ccncn1)C(=O)C1(N(C)Cc2ccccc2)Cc2ccccc2C1	13.6
CCN(CC)CCSc1c[nH]c2ccccc12	0.6
Cc1cc(C)n(-c2cccc(C(=O)NCC3Cc4cccc(-c5ncccn5)c4O3)c2)n1 (stereo not drawn)	-10.7
CCOC(=O)Cn1cc(CC2=NC(=O)N(Cc3ccccc3F)C2=O)c2ccccc21	-4.2
Cc1cc(OCC(=O)Nc2ccc(C(=O)OC(C)C)cc2)cc(C)c1Cl	3.9
Cc1ccc(Cn2cnc3c(oc4ccccc43)c2=O)cc1	8.7
O=C(CSc1nc2nccnc2c(=O)n1CCc1c[nH]c2ccccc12)Nc1ccc(F)cc1	2.9
COc1ccc(-c2nn3c(-c4ccccc4OC)nnc3s2)cc1	1.8
Cc1ccc2c(c1)CN(CC(=O)N1CCN(c3ccccc3)CC1C)CC(c1ccsc1)O2 (stereo not drawn)	-5.3
Cc1ccc(C(=O)NCc2cccnc2N2CCOCC2)cn1	-7.7
COc1ccc(-c2onc(C)c2C)cc1S(=O)(=O)NCC(C)c1ccccc1 (stereo not drawn)	2.6
CCN(CC)C1CCN(C(=O)c2cn(C3CCCCC3)cc(C(=O)NC(C)(C)C)c2=O)C1 (stereo not drawn)	-1.4
CCc1sc(N(C(=O)C2CCCCC2)c2cccc(F)c2)nc1-c1ccc(Cl)cc1	15.7
CCOC(=O)c1ccc(NC(=S)N2CCN(C)CC2)cc1	3.9
COc1ccccc1-c1n[nH]c(=O)o1	-4.2
O=C(O)CN1C(=O)C(=O)C(C(=O)c2ccc(Cl)cc2)C1c1ccccc1 (stereo not drawn)	-2.1
O=c1c2cc3c(cc2n(Cc2ccccc2)c(=O)n1Cc1nc(-c2ccccc2)no1)OCO3	-7.6
Cc1ccc(CCNC(=O)c2cnc3c(-c4ccc(F)cc4)c(C)nn3c2C)cc1	11.3
O=C(NC(=O)c1ccc(C(F)(F)F)cc1)Nc1ccc(OC(F)(F)Cl)cc1	-4.2
CCOC(=O)C1(Cc2cccc(OC)c2)CCN(CC(C)CC)CC1 (stereo not drawn)	8.9
CCOC(=O)NCc1ccc(S(=O)(=O)Nc2ccc(C)cc2)cc1	3.0
COc1cc2ccccc2cc1C(=O)Nc1ccc(Cl)c([N+](=O)[O-])c1	-8.1
COCCCC1CCN(Cc2nc(-c3ccc(F)c(OC)c3)oc2C)CC1	2.1
Cc1ccc(-c2csc(NC(=O)C3CCCCC3C(=O)O)n2)s1 (stereo not drawn)	-5.5
CN(C)CC/C=C1/c2cc(C#N)ccc2SCc2sccc21	5.1
COC(=O)c1ccc(CSc2nnc(-c3ccco3)o2)o1	3.7
S=C(NC1CCCC1)N1CCN(c2ccccc2)CC1	5.6
CC(C)(C)C1CCC(C(=O)NC2CCCC2)CC1 (stereo not drawn)	-2.5
CCOC(=O)c1cc(C)c(Cl)nc1Cl	2.2
Cc1cc(C)cc(Oc2coc3c(CN4CCN(C)CC4)c(O)ccc3c2=O)c1	22.2
CC1=NN(c2cc(-n3nc(C)cc3C)nc(-c3ccccc3)n2)C(=O)C1	5.7
COc1cc(Cl)c(C)cc1NC(=O)c1ccc2c(SCC(=O)O)c3c(nc2c1)CCCC3	-0.9
COc1ccc2cc[n+](C)cc2c1-c1c(OC)ccc2cc[n+](C)cc12	0.1
Cc1ccc(/C=N/Nc2nc(Nc3ccc(F)cc3)nc(N3CCOCC3)n2)cc1	-4.8
CCOc1ccccc1N(C)C(=O)c1sc2nc3n(c(=O)c2c1C)CCCC3	6.6
CC1CN(c2nc3nonc3nc2NC2CCCC2)CCN1C (stereo not drawn)	12.9
CCCc1nn2c(=O)cc(COC(=O)c3ccc(NC(=O)CCc4ccccc4)cc3)nc2s1	-9.4
CC1=Nc2ncnn2C(c2ccc[nH]2)C1C(=O)Nc1ccc(C)cc1C (stereo not drawn)	4.8
CCc1ccccc1NC(=O)N=C1CNC(=O)NC1=O	5.4
OC(COc1ccc2c(c1)CCC2)Cn1cnc2ccccc21 (stereo not drawn)	3.3
O=c1[nH]c(SCc2ccc(Cl)cc2Cl)nc2c1CCC2	13.2
CN1CCN(C(=O)Cn2c(-c3cccs3)cc3ccccc32)CC1	3.8
Cc1ccc(C)c(N2CCN(C(=O)c3cnn(-c4ccccc4Cl)c3C3CCN(C(=O)OC(C)(C)C)CC3)CC2)c1	0.8
Cc1ncc(CN2CCC3(CCCN(CCCc4ccccc4)C3)C2)cn1 (stereo not drawn)	-4.1
COc1nccnc1NS(=O)(=O)c1ccc(N=CC2C(=O)N(c3ccc(C)c(C)c3)N=C2C)cc1 (stereo not drawn)	-1.2
COc1ccc2c(c1)-c1c(ssc1=Nc1cccc(C)c1C)C(C)(C)N2	-3.8
CCn1ccnc1CN1CCc2onc(-c3ccc(Cl)cc3)c2C1	6.1
CSCC[C@@H](C(=O)Nc1cccc(F)c1)N1Cc2ccccc2C1=O	10.1
Cn1cccc1/C=C(\C#N)c1ccccc1	3.6
O=C([C@@H]1C[C@H]1c1ccccc1)N1CCOc2ccc(CN3CCC(OCc4ccccc4)CC3)cc2C1	0.5
CC(C)(CO)NCc1c(F)cccc1Cl	-5.5
CC(C)=CCN1CCN(Cc2cn(C)nc2C)CC1CCO (stereo not drawn)	-0.5
Clc1ccccc1-c1nnc(-c2ccccc2CNc2ccccc2)o1	6.3
Cc1ccccc1OCc1nnc(SCC2=Nc3c(F)cccc3C(=O)C2)n1C	-4.5
CCn1cc(/C=C/C(=O)Nc2cccc(C(C)=O)c2)cn1	0.8
(more compounds)
SMILES	RBX1-CUL1 inh
COc1cccc(NC(=O)CN2C(=O)CSc3ccc(S(=O)(=O)N4CCCC4)cc32)c1	-13.7
COc1ccc(CCNC(=O)C2CCC(CNS(=O)(=O)c3ccc(C)cc3)CC2)cc1OC (stereo not drawn)	10.8
Cc1ccc2cccc(OC(=O)c3ccc([N+](=O)[O-])c(C)c3)c2n1	-8.6
Cc1ccc(-n2nc(CO)c(C(=O)NCc3cccnc3)n2)cc1	5.0
COc1ccc(OC(C(=O)O[C@H]2C(=O)N(c3ccccc3)CC2(C)C)c2ccccc2)cc1 (stereo partly drawn)	-2.4
CCCCOc1ccc(C(=O)NNC(=O)C2C3C=CC(C3)C2C(=O)O)cc1 (stereo not drawn)	-0.2
CC(C)NC(=O)N1CCN(c2ccncc2S(=O)(=O)N2CCOCC2)CC1	5.9
Cc1nc2ccccc2c(-c2ccccc2)c1C#N	1.4
CC(Oc1ccc(C#N)cc1)C(=O)N/N=C/C=C/c1ccco1 (stereo not drawn)	-0.3
COc1ccc(CCN2CCC(CN(C)C(=O)CSC)CC2)cc1	3.6
CC(=O)Nc1nc(C)nc(-c2ccccc2OC(C)=O)n1	-10.6
Cc1ccc2c(c1)C=CC(C)(C)S2=O (stereo not drawn)	5.6
Cc1cc(-c2nc3c(cnn3CC3CC=CCC3)[nH]2)n(C)n1 (stereo not drawn)	1.1
CCOC(=O)NC(O/N=C(\N)c1ccccc1)(C(=O)OCC)C(F)(F)F (stereo not drawn)	4.2
Cc1ccc(C)c(N2CCN(C(=O)c3cc(C)nc4c3c(C)nn4-c3ccccc3)CC2)c1	10.5
CCc1ccc(NC(=O)CC2C(=O)N(c3cccc(OC)c3)C(=O)N2Cc2ccc(F)cc2)cc1 (stereo not drawn)	-0.1
CC1=C(C#N)c2nc(N)c(C#N)c(C)c2/C1=C\c1ccccc1F	-3.7
CCCc1cc(CNC(=O)c2ccc(N3CCCOCC3)nc2)on1	-1.6
Cc1cccc(C(=O)Nc2nnc(S(=O)(=O)N3CCOCC3)s2)c1	-4.6
Cc1cccc(OCC(O)Cn2c(=N)n(CCN3CCCCC3)c3ccccc32)c1 (stereo not drawn)	-6.4
COc1ccc(C(=O)NC2CCSC2=O)cc1[N+](=O)[O-] (stereo not drawn)	-0.5
CCC(=O)N1CCN(S(=O)(=O)c2cc(Cl)ccc2Cl)CC1	6.6
Cn1ccnc1C1CCCCN1C(=O)CC1(c2cccc(F)c2)CC(=O)N(Cc2cccnc2)C1=O (stereo not drawn)	0.2
CCOc1ccccc1CN1CCN(Cc2ccccn2)CC1CCO (stereo not drawn)	4.3
COc1ccc(-c2cc(C(F)(F)F)nc(NCCc3ccccc3)n2)cc1	-0.6
Cc1ccc(OCC(=O)N(Cc2ccco2)Cc2ccco2)cc1	-4.7
CCN(CC)C(=O)Cn1c(=O)n(-c2ccccc2)c(=O)c2c3c(sc21)CCC3	-3.3
COc1cc(CNCCN2CCNC2=O)ccc1OCC(O)CN1CCSCC1 (stereo not drawn)	9.0
COc1ccc(C(=O)CSc2nc(-c3ccccc3)c(C#N)c(=O)[nH]2)cc1	11.6
COC(=O)C1(C(=O)OC)OC(c2ccccc2)C2C(=O)N(c3ccccc3)C(=O)C21 (stereo not drawn)	4.4
Fc1ccc(-c2noc3ncnc(NCc4cccc(Cl)c4)c23)cc1	0.1
CCCCN(CCCC)C1=C(C(=O)c2ccccc2)N(C)S(=O)(=O)c2ccccc21	8.5
CCOc1ccccc1NC(=O)Cn1c(=O)n(CC(=O)NCc2ccccc2Cl)c(=O)c2sccc21	-12.5
CCOc1ccc(NC(=O)c2sc3nc4c(c(-c5ccc(OC)cc5)c3c2N)C(=O)CC(C)(C)C4)cc1	10.0
Cc1cccc(C(=O)Nc2cc3c(oc2=O)CC(C)(C)CC3=O)c1	-7.5
COc1ccc(S(=O)(=O)Nc2c(C)cccc2C)cc1	1.7
O=C(CC1C(=O)NCCN1CC(c1ccccc1)c1ccccc1)NCCCn1ccnc1 (stereo not drawn)	4.3
Cc1ccc2c(c1Br)C(O)(CC(=O)c1ccc(F)cc1)C(=O)N2 (stereo not drawn)	2.1
CC(C(=O)N(C)C)N(c1ccc(Cl)cc1)S(C)(=O)=O (stereo not drawn)	6.8
COc1ccccc1N1CCN(C(=O)c2cc3c(-c4ccccc4F)nn(C)c3s2)CC1	-3.1
CC(C#N)(Nc1ccccc1)c1ccccn1 (stereo not drawn)	-5.5
Cc1ccc(C)n1-c1ccc(OC(=O)c2ccccc2)cc1	2.0
COc1ccc(CNn2c(C)nnc2SCc2ccccc2F)cc1OC	0.2
Cn1c(CN2CCOCC2)nnc1SCc1ccc(Cl)cc1	-3.6
COCCCNc1cc(C)nc2ccccc12	5.4
CC1=NC(=O)CC(c2cccc(Cl)c2Cl)C1C(=O)OCc1ccccc1 (stereo not drawn)	1.1
O=C1SC(SCc2ccccc2Cl)=N/C1=C\c1ccco1	-4.6
Cc1cccc(C(=O)Oc2ccc(C(=O)Nc3nc(C)cc(C)n3)cc2)c1	1.8

Entries listed so far with a furan ring, fused or not:
SMILES	RBX1-CUL1 inh
COc1ccc(C)cc1-n1c(SCC(=O)NCc2ccco2)nc2c([nH]c3ccccc32)c1=O	-3.7
Cc1ccc(Cn2cnc3c(oc4ccccc43)c2=O)cc1	8.7
COC(=O)c1ccc(CSc2nnc(-c3ccco3)o2)o1	3.7
CC(Oc1ccc(C#N)cc1)C(=O)N/N=C/C=C/c1ccco1 (stereo not drawn)	-0.3
Cc1ccc(OCC(=O)N(Cc2ccco2)Cc2ccco2)cc1	-4.7
O=C1SC(SCc2ccccc2Cl)=N/C1=C\c1ccco1	-4.6

Later entries.
SMILES	RBX1-CUL1 inh
COc1cccc(NC(=O)CSc2nnc(COc3cccc(C)c3)o2)c1	4.0
CCN(C(=S)NC(=O)C1CC1)c1ccccc1	-0.8
CCOC(=O)c1ccc(N=C2C(=O)N(c3ccc(F)c(Cl)c3)C(=O)C2Cl)cc1 (stereo not drawn)	0.1
CSc1c(CNC(=O)c2ccccc2)c2ccccc2n1C	-1.2

The list is partial; the hit share may differ from the screen's.
